# Nrf2 activator = Nrf2 pathway activation; 410,000 tested, 0.31% active; AID 624171; AREc32 ARE-luciferase reporter (MCF7-derived line), luminescence, 24 h; Potency, µM (series often up to 46.1 µM), without a hit: at the highest dose activation, most hits filed as activators; also: potency is read from the fitted curve at half-maximal effect; % of control where 0% means no effect; nearly all actives have a fitted effect of over 65% in size
#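 ARE activation measured as luciferase luminescence (Steady-Glo, 30 min RT) in AREc32_Fluc cells after 24 hr compound exposure at 37 deg C, 5% CO2; cells seeded overnight at 1000/well in OPTI-MEM, 5% FBS.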
# CCT chaperon mod = changes cytosolic chaperonin activity; purified chaperonin ATPase assay, HTRF ADP detection, 30 min; activity change, % (concentration not given with the values), hits read low; 360,000 tested, 0.3% active; in the data active = activity change below about -30%; also: % is scaled to controls: 0 for no effect and ±100 for the full control effect
#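 Enzyme 40 or 20 nM (batch-dependent) in Tris pH 7.4/KCl/MgCl2/DTT; cpd 76 uM single point; ATP 10 uM; 30 min 37 °C; Transcreener ADP HTRF detection, 30 min RT; ratio 665/615.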
# EPAC2 antagonist = blocks human EPAC2 exchange factor; EPAC2 GEF exchange of Rap1B-BODIPY-GDP, fluorescence; Potency, µM (top dose mostly 114 µM), without a hit: at the highest dose activity, negative = inhibition, actives largely listed as inhibitors; Q8WZA2; 360,000 tested, 0.18% active; also: potency is read from the fitted curve at half-maximal effect; % is scaled to controls: 0 for no effect and ±100 for the full control effect; nearly all actives have a fitted effect of over 45% in size; many of its hits are not listed in these tables
# Target sequence (Q8WZA2 whole entry, looked up): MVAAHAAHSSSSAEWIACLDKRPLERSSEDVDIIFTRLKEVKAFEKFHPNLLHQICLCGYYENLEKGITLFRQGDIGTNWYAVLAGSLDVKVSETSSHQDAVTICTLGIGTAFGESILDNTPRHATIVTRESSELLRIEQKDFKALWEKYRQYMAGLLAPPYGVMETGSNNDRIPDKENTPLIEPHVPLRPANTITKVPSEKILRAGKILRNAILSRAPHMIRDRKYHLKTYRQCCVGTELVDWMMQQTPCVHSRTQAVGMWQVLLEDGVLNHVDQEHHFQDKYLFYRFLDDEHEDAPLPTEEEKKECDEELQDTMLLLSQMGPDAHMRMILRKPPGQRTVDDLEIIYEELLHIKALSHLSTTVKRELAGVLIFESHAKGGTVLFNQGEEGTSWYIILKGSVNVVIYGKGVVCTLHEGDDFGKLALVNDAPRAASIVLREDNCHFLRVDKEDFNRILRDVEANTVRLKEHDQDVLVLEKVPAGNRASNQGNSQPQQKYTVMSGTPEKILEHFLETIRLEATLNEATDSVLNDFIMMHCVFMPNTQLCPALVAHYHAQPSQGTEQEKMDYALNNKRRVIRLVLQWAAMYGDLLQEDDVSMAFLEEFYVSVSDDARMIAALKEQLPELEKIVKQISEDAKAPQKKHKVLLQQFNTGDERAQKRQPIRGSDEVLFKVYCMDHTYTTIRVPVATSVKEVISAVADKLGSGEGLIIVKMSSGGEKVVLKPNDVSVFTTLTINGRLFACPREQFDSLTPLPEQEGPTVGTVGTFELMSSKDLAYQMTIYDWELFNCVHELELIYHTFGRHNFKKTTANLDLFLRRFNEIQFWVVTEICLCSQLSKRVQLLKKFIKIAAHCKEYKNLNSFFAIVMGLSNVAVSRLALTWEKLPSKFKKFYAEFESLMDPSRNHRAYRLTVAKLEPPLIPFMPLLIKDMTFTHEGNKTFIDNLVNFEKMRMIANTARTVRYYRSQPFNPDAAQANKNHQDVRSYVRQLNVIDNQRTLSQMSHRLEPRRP
# Nrf2 inh = Nrf2 pathway inhibition; A549 ARE-Fluc reporter, luciferase luminescence, 18-24 h; Potency, µM (top dose mostly 46 µM), without a hit: at the highest dose activity change, negative = inhibition, usual class: inhibitors; 360,000 tested, 2.1% active; AID 504444; also: potency is read from the fitted curve at half-maximal effect; % is scaled to controls: 0 for no effect and ±100 for the full control effect; nearly all actives have a fitted effect of over 60% in size
#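 Quantitative HTS in A549 cells stably bearing an antioxidant response element-firefly luciferase construct. Inhibition of Nrf2-driven transcription was scored by luminescence after 18-24 h of compound exposure at 37 °C.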
# EPAC2 agonist = EPAC2 (human) agonism. Q8WZA2. EPAC2 activation, biochemical qHTS; response scale: 100% = 6.5 mM cAMP response. Potency, µM (titrated, usually from 154 µM), without a hit: at the top dose activation, actives largely listed as activators. 360,000 tested, 0.079% active; also: potency is read from the fitted curve at half-maximal effect; nearly all actives have a fitted effect of over 50% in size
#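 qHTS, titration series. 100 nM EPAC2 / 250 nM Rap1B-BODIPY-GDP / 50 uM GDP; RT; ex 480/em 540 nm, 5-min reads to 30 min. Norm. to 6.5 mM cAMP = activation.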
# A549 tox = counter-screen for Nrf2 inhibitors: cytotoxicity in A549 cells; 390,000 tested, 0.16% active; AID 504648; A549 ARE-Fluc cells, CellTiter-Fluor viability, 18-24 h; Potency, µM (titrated, usually from 46 µM), without a hit: at the top dose activity change, negative = cytotoxicity, usual class: inhibitors; also: potency is read from the fitted curve at half-maximal effect; % is scaled to controls: 0 for no effect and ±100 for the full control effect
#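 A549 ARE_Fluc cells in 5% FBS OPTI-MEM were exposed to compounds in concentration-response for 18-24 h at 37 deg C. Viability was read by CellTiter-Fluor fluorescence (Ex 405/Em 525) after 30 min, before the luciferase read.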
# Mm-Cpn inhibitor = blocks the Methanococcus maripaludis chaperonin Mm-Cpn. 330,000 tested, 0.031% active. purified Mm-Cpn ATPase, ADP Transcreener TR-FRET. Potency, µM (top dose mostly 76.9 µM), for inactives: at the top dose activity, negative = inhibition, most hits filed as inhibitors; also: potency is read from the fitted curve at half-maximal effect; % is scaled to controls: 0 for no effect and ±100 for the full control effect; nearly all actives have a fitted effect of over 80% in size
#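 Purified archaeal Mm-CPN (25nM final) preincubated 10 min at 37degC with compound, then 10uM ATP for 30 min at 37degC; ADP measured by HTRF Transcreener TR-FRET; buffer 30 mM TRIS pH 7.4, 100mM KCl, 5mM MgCl2, 1mM DTT.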
# TGFb SMAD3 inh = inhibitors of TGF-b signaling; 410,000 tested, 1.2% active; Potency, µM (top dose mostly 46.1 µM), without a hit: at the highest dose activity, negative = inhibition, usual class: inhibitors; HepG2 CAGA-GFP TGF-b/SMAD3 reporter, GFP fluorescence, 18 h; TGF-beta stimulated, 500 pg/mL final; also: potency is read from the fitted curve at half-maximal effect; % is scaled to controls: 0 for no effect and ±100 for the full control effect; nearly all actives have a fitted effect of over 65% in size
#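 First, reporter cells (HEPG2 CAGA-GFP) rested 2 h at 37 degrees C. Next, compounds were pinned in and TGF-beta added to 500 pg/mL final. After 18 h, GFP was imaged per cell and summed per well.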
# pAkt inh = Akt phosphorylation inhibition; Neuro2A IGF-stimulated pAkt S473 HTRF, 20 min; hits give low values; activity change, % for hits at 50 µM; 360,000 tested, 0.32% active; AID 651550; in the data active = activity change below about -80%; inconclusive = mostly about -51% to -80%; also: % is scaled to controls: 0 for no effect and ±100 for the full control effect
#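 Neuro2A cells (4,500/well, DMEM with 0.5% FBS) were treated with compound at a single 50 µM final concentration, stimulated with 6 nM IGF for 20 min at 37 °C, and lysed. Phospho-Akt Ser473 was read by HTRF as 665/615 ratio ×10^4.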
# An asterisk follows results filed as active; i = inactive; ? = inconclusive; / = no result given; [ ] = another dose, or the depositor's remark. Unless noted, calls follow the shape of the dose curve; as a rule, active = well fitted curve in the direction sought with a large enough effect; inconclusive = small, poorly fitted or top-dose-only effect, or another doubt; inactive = no such curve, though single readings can be large; an effect the other way counts as inactive or inconclusive. Some of the compounds tested; rates above refer to the full screens.
SMILES,Nrf2 inh,Mm-Cpn inhibitor,EPAC2 agonist,pAkt inh,EPAC2 antagonist,CCT chaperon mod,Nrf2 activator,TGFb SMAD3 inh,A549 tox
Cc1cc(C2=NNC(=NC3CC3)SC2)c(C)n1-c1c(C)n(C)n(-c2ccccc2)c1=O,?,1%,6%,i,3%,-1.5,2.2%,-10%,-4%
CCc1c(C)sc(NC(=O)c2cccs2)c1C#N,?,?,6%,i,7%,-5.9,?,-3%,-4%
CC1(C(=O)NS(=O)(=O)Cc2ccccc2C(F)(F)F)CCN1C(=O)c1ccco1 (configuration not stated),/,/,-1%,i,3%,-3.3,0.3%,-11%,/
O=C(CSc1nc2cc(Cl)ccc2o1)c1cccs1,18%,1%,6%,i,-7%,-5.4,15%,4%,2%
O=C(OCC(CO)OC(CO)n1ccc(=O)[nH]c1=O)c1ccccc1 (configuration not stated),?,0%,5%,i,7%,0.4,-0.2%,13%,9%
COc1ccc(NC(=O)CN(c2ccc(C(C)C)cc2)S(=O)(=O)c2c(C)noc2C)cc1OC,-6%,0%,-6%,i,-9%,-0.9,-0.4%,5%,-3%
CCCCC(CC)CNC(=O)C1CCCN(S(=O)(=O)c2cnc[nH]2)C1 (configuration not stated),9%,-1%,-7%,i,-9%,-0.8,0.3%,1%,0%
C=CC[C@@H](CC(=O)N[C@@H](CO)Cc1ccccc1)C(=O)N[C@H](COC(=O)[C@@H](CC=C)CC(=O)OC(C)(C)C)Cc1ccccc1,1%,4%,-9%,i,3%,-2.0,-0.4%,?,0%
Cc1cc(NC(=O)CSc2nc3c(c(=O)n2-c2ccc(Br)cc2)SCC3)no1,?,-1%,-5%,i,0%,0.4,-0.5%,-12%,?
O=C(NC(=O)N1CCCc2ccccc21)c1ccccc1,-5%,0%,9%,i,-3%,-1.1,0.0%,20%,-5%
COCCN1C(=O)/C(=C/c2cc3c(cc2Br)OCO3)NC1=S,-11%,0%,7%,i,-11%,-7.0,27%,-27%,0%
O=C(c1ccc2c(c1)CCN2S(=O)(=O)c1ccc(Cl)cc1)N1CCN(c2ccccc2F)CC1,?,/,/,/,/,/,1.3%,0%,2%
CCn1c(SCC(=O)Nc2ccccc2Br)nnc1-c1cnccn1,-19%,1%,2%,i,3%,0.0,0.0%,1%,0%
COc1cc2oc(-c3ccc(O)cc3)cc(=O)c2c(OC)c1O,-6%,-3%,-14%,i,8%,-1.0,15%,33%[activator],1%
Cc1nc2sccn2c(=O)c1Br,-10%,1%,10%,i,5%,-2.3,-0.4%,-11%,1%
CCc1ccc(Nc2nnc(SCC(=O)NC(=O)CN3CCCC3=O)s2)cc1,10%,-1%,-1%,i,-1%,1.9,-0.5%,-9%,-8%
O=C(COC(=O)C1CC2CCCC(C1)C2=O)Nc1ccc(F)c(Cl)c1 (configuration not stated),1%,0%,-1%,i,-12%,0.6,0.5%,-3%,-2%
CCOC(=O)c1ccc(NC(=O)NCCc2ccccc2OC)cc1,9%,-1%,10%,i,-18%,1.3,0.3%,-14%,8%
Cc1c(-c2ccccc2)nc2ccccc2c1C(=O)NCc1cccs1,-24%,1%,3%,i,-1%,-0.3,4.8%,4%,0%
O=C(Nc1ccc2c(c1)OCO2)C1CCN(S(=O)(=O)Cc2ccccc2)CC1,-21%,2%,-9%,i,11%,-1.0,0.2%,-25%,-6%
O=C(Nc1ccccc1C1CC1)c1cccs1,-23%,-4%,6%,i,0%,-2.6,3.6%,0%,-2%
O=C(CSc1nnc2ccccn12)NC(=O)c1ccccc1,1%,-3%,10%,i,5%,-4.3,-0.2%,8%,-1%
CC(=O)Nc1cccc(O)c1,28%,1%,0%,i,-7%,2.0,0.0%,3%,3%
COc1ccccc1Nc1c2c(nc3ccc(NC(=O)c4ccccc4F)cc13)CCCC2,?,/,/,/,/,/,-2.4%,?,?
COc1ccc(C(C)(NC(C)=O)c2nc(-c3ccc(F)c(Cl)c3)cs2)cc1 (configuration not stated),/,/,7%,/,?,-2.8,-0.2%,9%,/

# A run of entries from the list above, as a working copy:
SMILES,Nrf2 inh,Mm-Cpn inhibitor,EPAC2 agonist,pAkt inh,EPAC2 antagonist,CCT chaperon mod,Nrf2 activator,TGFb SMAD3 inh,A549 tox
COc1ccccc1Nc1c2c(nc3ccc(NC(=O)c4ccccc4F)cc13)CCCC2,?,/,/,/,/,/,-2.4%,?,?
COc1ccc(C(C)(NC(C)=O)c2nc(-c3ccc(F)c(Cl)c3)cs2)cc1 (configuration not stated),/,/,7%,/,?,-2.8,-0.2%,9%,/

# Later entries.
SMILES,Nrf2 inh,Mm-Cpn inhibitor,EPAC2 agonist,pAkt inh,EPAC2 antagonist,CCT chaperon mod,Nrf2 activator,TGFb SMAD3 inh,A549 tox
Cc1cc(C)nc(SCC2COc3ccccc3O2)n1 (configuration not stated),?,-2%,0%[15.6 µM],/,-20%,-3.5,7.6%,-6%,2%
COc1ccc(CCNc2ncnc3onc(-c4ccc(Cl)cc4)c23)c(OC)c1,?,/,/,/,/,/,0.3%,-4%,2%
COc1cc(C(=S)N2CCOCC2)ccc1OC(=O)/C=C/c1ccco1,12%,3%,14%,i,-6%,-2.8,0.7%,38%[activator],10%
CC(C)(CNCC(O)c1ccccc1)N1CCOCC1 (configuration not stated),/,-1%,4%,i,-7%,-2.6,0.1%,-5%,11%
O=C(CNC(=O)c1cccs1)OCC(=O)c1ccc(Cl)cc1,1%,1%,0%,i,22%,-3.0,0.3%,-27%,1%
Cc1ccc(CN2C(=O)C(=O)c3cc(C)ccc32)cc1,21%,-1%,7%,i,-19%,-1.3,7.7%,?,1%
Cc1csc(NC(=O)CSc2nc3ccccc3c3c2CCCC3)n1,-1%,-4%,15%,i,-4%,2.1,-0.5%,0%,4%
CCOc1ccc(NC(=O)CN(C)C(=O)CCCOc2ccc(Br)cc2)cc1OCC,-29%,-4%,-6%,i,12%,-4.0,-0.3%,-2%,-5%
CCC(=O)n1nc(-c2ccc(OC)cc2)nc1NCc1cccs1,?,1%,6%,i,-1%,1.0,0.5%,-2%,7%
Cc1cccc(C)c1NC(=O)CS(=O)CC(=O)Nc1ccc(N2CCOCC2)cc1 (configuration not stated),0%,0%,16%,i,5%,-2.6,-0.5%,18%,4%
CC(C(=O)Nc1ccncc1)(c1ccccc1)c1ccccc1,17%,2%,2%,i,-26%,-1.1,-0.1%,-25%,1%
Cc1ccc(C)n1-c1nnc(N2CCCC(C(=O)NCc3cccc(Br)c3)C2)s1 (configuration not stated),6%,/,/,/,/,/,13%,?,12%
CCc1nc2c(OC)cccn2c1N(C)C(=O)c1ccccc1F,/,/,5%,i,-5%,1.0,0.3%[9.22 µM],5%,/
Cc1nc(CN2C(=O)C3(CCC3)ON=C2c2cccc(Cl)c2)cs1,/,/,3%,i,6%,-2.1,0.1%,-21%,/
O=C(CCc1nnc(Cc2ccc(-c3ccccc3)cc2)o1)NCC1CC1,5%,-3%,0%,i,-14%,-2.4,-1.3%,-15%,5%
Cc1c(Br)cccc1NC(=O)C1(C)CCN1Cc1ccc(OC(C)C)cc1 (configuration not stated),/,/,11%,i,0%,0.5,0.9%,-5%,/
O=S(=O)(c1ccc(F)c(F)c1)N1CCN(S(=O)(=O)c2cccs2)CC1,0%,2%,-1%,i,26%,0.0,-0.1%,-14%,0%
CCOC(=O)c1cn(CC)c2cc(N3CCCCC3)c(F)cc2c1=O,1%,/,-2%,i,7%,0.3,-0.3%,-2%,-1%
Cc1nc(NCCN2CCOCC2)c2nnn(Cc3c(F)cccc3Cl)c2n1,-9%,1%,3%,i,13%,0.9,-0.8%,5%,0%
CC(C)OC(=O)CSc1nnc(C2CCCCC2)n1N,7%,-4%,8%,i,3%,-0.7,-0.2%,-13%,1%
O=C(Nc1ccc2c(c1)OCCO2)C1c2ccccc2OCC(=O)N1CCCN1CCOCC1 (configuration not stated),/,/,1%,i,11%,0.0,0.6%,/,/
CCSc1nc(N)nc2c1ncn2C1OC(CO)C(O)C1O (configuration not stated),-20%,/,2%,i,1%,-0.7,2.6%,5%,0%
O/N=C1\CCc2cc(Cl)ccc21,2%,2%,1%,-102%*,6%,-0.3,0.4%,18%,8%
CSc1cccc(-n2cc(-c3ccc4c(c3)OCO4)[nH]c2=O)c1,?,-5%,4%,i,8%,-9.1,5.3%,-15%,-9%
CCOc1ccc(-c2nc(CSCC(=O)NCCN3CCOCC3)c(C)o2)cc1,-9%,-1%,8%,i,6%,-3.8,-1.2%,-24%,-4%
Cc1ccc(C(=O)N2CCCC(c3nc4c(nnn4Cc4ccccc4)c(=O)[nH]3)C2)cc1 (configuration not stated),/,0%,0%,i,15%,0.8,-0.7%,-3%,-11%
C=CCN1C(=O)CS/C1=C(\C#N)S(=O)(=O)c1ccc(C)cc1,-9%,0%,13%,i,3%,-4.0,-0.6%,79%[activator],0%
NC(=O)COC(=O)c1sc2cc(F)ccc2c1Cl,-5%,-10%,-6%,i,9%,-2.1,-0.1%,-3%,-1%

# Record cards, from the list above. Screens in order: Nrf2 inh, Mm-Cpn inhibitor, EPAC2 agonist, pAkt inh, EPAC2 antagonist, CCT chaperon mod, Nrf2 activator, TGFb SMAD3 inh, A549 tox
# `CCSc1nc(N)nc2c1ncn2C1OC(CO)C(O)C1O` (configuration not stated) as listed: -20%, /, 2%, i, 1%, -0.7, 2.6%, 5%, 0%
# `COc1ccc(NC(=O)CN(c2ccc(C(C)C)cc2)S(=O)(=O)c2c(C)noc2C)cc1OC` as listed: -6%, 0%, -6%, i, -9%, -0.9, -0.4%, 5%, -3%

# Source: PubChem (National Center for Advancing Translational Sciences (NCATS))
